LANA DNA inh: KSHV C-LANA DNA binding inhibition. MBP-C-LANA/FAM-LBS DNA binding, fluorescence polarization. inhibition, % at 9 µM. 0.078% of 340,000 active. AID 504423;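 active = highest replicate inhibition at or above 60% at 9 µM, even if other replicates fall short; inactive = all replicates below 60% inhibition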;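 also: 0% = neutral control wells and 100% = 4 µM acridine orange control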
cardiac RTF act: increases calcium sensitivity of human cardiac regulated thin filaments; IANBD-labeled TnC RTF fluorescence at EC20 calcium; 0% EC20 calcium, 100% full calcium; activation, % at 7.2 µM; 0.24% of 340,000 active;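 active = activation above the mean over all tested compounds plus 3 SD, cut at about 30% in these data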;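 also: rise in fluorescence read as greater calcium sensitivity of cardiac thin filaments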
Arr AP2 block: blocks beta-arrestin peptide binding to AP2 adaptin | FITC-arrestin peptide / GST-AP2 beads, flow cytometry; AP2 beta2 appendage carries R879A mutation | inhibition, % at 10 µM | 0.31% of 340,000 active | AID 504490;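 active = inhibition above a set limit, near 3 SD of compounds lacking own fluorescence, cut at about 54% in these data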;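 also: plate controls were DMSO wells for no effect and 5 µM unlabelled arrestin peptide for full effect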
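System: GST-AP2 R879A glutathione beads | Also added: FITC-arrestin peptide, 50 nM | Times: 12 min plus 1 h, RT | Signal: Bead flow cytometry, FITC channel | Buffer or medium: PBS with 0.05% Tween 20 and 0.1% BSA | Read-out basis: Percent drop in bead-associated FITC signal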
Cardiac RTF inh: cardiac RTF calcium desensitization; P19429+P45379; IANBD-labeled cardiac RTF, Ca2+ fluorescence; inhibition, % at 7.15 µM; 0.12% of 340,000 active; AID 493244;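 active = inhibition above the mean inhibition of all tested compounds plus 3 SD, cut at about 17% in these data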;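 also: assay run at fixed EC70 calcium of 1.6 mM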
Wnt act: Wnt/beta-catenin pathway activation; Wnt/beta-catenin reporter cell assay, activator, plate reader; activation, % at 9.35 µM; AID 743398; 1.2% of 300,000 active; in the data active = activation above about 30%, passing the limit was not always enough;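 also: 0% = neutral control wells and 100% = positive control wells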
MOR-DOR inv ag: inverse agonist of human OPRM1-OPRD1 heterodimerization; cell-based MOR-DOR heterodimer luminescence, inverse agonism; 0.21% of 340,000 active; inhibition, % at 9.3 µM; AID 504357; P35372+P41143; in the data active = inhibition above about 22%, passing the limit was not always enough;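 also: 0% = cells with DMSO and 100% = wells without cells with DMSO; values of inactives mirror those of a sister screen read the other way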
OPRM1-OPRD1 ag: agonists of human mu-delta opioid receptor heterodimerization; 0.3% of 340,000 active; cells, OPRM1-OPRD1 heterodimerization, luminescence; activation, % at 9.3 µM; in the data active = activation above about 18%;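 also: 0% = vehicle-treated cells and 100% = reference agonist; values of inactives mirror those of a sister screen read the other way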
Pemphigus Ab inh: blocks pemphigus antibody binding to human desmoglein-3 | P32926 | DSG3-coupled beads, scFv-anti-DSG3-GFP binding, flow cytometry; hits give low values | binding (percent of control), % at 10 µM | 0.48% of 310,000 active | AID 588358;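 active = binding more than 3 SD below its plate's average and above zero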;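 also: hits lower antibody fragment binding to DSG3; some compounds called inactive have numbers as strong as hits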
Target sequence (P32926 whole entry, looked up, the tested form may be a part): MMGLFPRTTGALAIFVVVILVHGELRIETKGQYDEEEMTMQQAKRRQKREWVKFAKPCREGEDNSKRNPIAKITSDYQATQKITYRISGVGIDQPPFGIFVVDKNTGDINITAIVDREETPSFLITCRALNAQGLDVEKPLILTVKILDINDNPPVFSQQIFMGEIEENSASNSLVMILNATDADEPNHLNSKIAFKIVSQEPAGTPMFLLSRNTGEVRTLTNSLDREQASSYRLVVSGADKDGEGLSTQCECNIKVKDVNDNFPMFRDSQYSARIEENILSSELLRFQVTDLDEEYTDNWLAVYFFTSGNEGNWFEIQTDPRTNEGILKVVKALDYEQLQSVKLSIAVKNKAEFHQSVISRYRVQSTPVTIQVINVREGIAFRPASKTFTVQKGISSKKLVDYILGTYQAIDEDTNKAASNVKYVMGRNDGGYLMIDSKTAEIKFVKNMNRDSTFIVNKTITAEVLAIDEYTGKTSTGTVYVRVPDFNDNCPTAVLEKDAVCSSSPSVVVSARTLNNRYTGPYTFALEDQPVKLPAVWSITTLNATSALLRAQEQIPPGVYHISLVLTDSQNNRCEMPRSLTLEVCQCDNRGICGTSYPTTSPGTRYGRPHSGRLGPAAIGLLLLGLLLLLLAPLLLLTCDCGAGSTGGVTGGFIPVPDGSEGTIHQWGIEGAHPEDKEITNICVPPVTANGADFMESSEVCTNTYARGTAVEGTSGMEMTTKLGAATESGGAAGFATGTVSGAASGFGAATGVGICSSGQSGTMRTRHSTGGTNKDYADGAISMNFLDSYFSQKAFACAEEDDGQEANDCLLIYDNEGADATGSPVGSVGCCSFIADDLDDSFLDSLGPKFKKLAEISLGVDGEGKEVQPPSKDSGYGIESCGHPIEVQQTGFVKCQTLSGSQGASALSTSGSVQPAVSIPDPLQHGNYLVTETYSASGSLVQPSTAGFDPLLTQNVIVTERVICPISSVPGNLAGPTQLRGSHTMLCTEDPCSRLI
V-ATPase pH: alters yeast V-ATPase proton transport | S. cerevisiae, pHLuorin cytosolic pH fluorescence | response, % at 10 µM | 0.37% of 350,000 active | AID 504577; in the data active = response mostly above about 7.3%, no sharp cut-off; inactive = mostly below about 5.4%; also: actives read high; inactives centre near 0; some compounds called inactive have numbers as strong as hits; reference of the scale not given here
Keap1-Nrf2 PPI: disrupts human Keap1 binding to Nrf2 peptide | Q14145 | Keap1 Kelch-Nrf2 peptide fluorescence polarization, 1536-well | inhibition, % at 9.4 µM | 0.15% of 340,000 active | AID 504523; in the data active = inhibition above about 12%;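 also: human Keap1 Kelch domain with fluorescein labeled Nrf2 9mer peptide probe; 0% = neutral control wells and 100% = peptide positive control; higher means more block of Keap1 binding to Nrf2 peptide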
Starred values were filed as active, the others as inactive; nt = no result given.

no.	SMILES	LANA DNA inh	cardiac RTF act	Arr AP2 block	Cardiac RTF inh	Wnt act
1	CSc1ccc(C(=O)N2CCc3ccc(NC(=O)c4ccccn4)cc3C2)cc1	1.4	5	-9	0	14
2	O=C(Nc1nc(-c2ccccc2)c(C(=O)c2ccccc2)s1)c1ccc(S(=O)(=O)N2CCCCC2)cc1	1.5	0	4	-2	-2
3	COc1ccc(C(=O)NCc2nnc(SCC(=O)Nc3cc(OC)ccc3OC)o2)cc1	-0.7	-7	-14	0	-1
4	Cc1cc(C)cc(-n2ncc3c2CCCC3NC(=O)c2cc(C)[nH]n2)c1 (centres undefined)	-0.4	-1	12	-6	-4
5	O=[N+]([O-])c1ccc2[nH]c(=S)[nH]c2c1	-2.0	5	11	1	-4
6	CC1Cc2ccccc2N1C(=O)CSc1nnc(Cn2nnc3ccccc32)n1C (centres undefined)	0.9	1	1	1	-6
7	O=C(C1CCCN(S(=O)(=O)c2ccc(F)cc2)C1)N(Cc1cccs1)C1CC1 (centres undefined)	-0.2	-4	15	-1	nt
8	Cc1cc(-c2ccc(C)c(S(=O)(=O)NCc3ccc(OC(C)C)cc3)c2)on1	-0.5	1	8	-7	0
9	O=C(N[C@@H](Cc1ccc(O)cc1)C(=O)O)c1ccncc1	-0.7	2	-4	-1	-7
10	CN(C)S(=O)(=O)c1cc(C(=O)Nc2ccn(C)n2)c(Cl)cc1Cl	0.1	4	18	-3	1
11	O=C(c1ccc2ncsc2c1)N1CCN(c2nc3ccccc3s2)CC1	-0.2	1	-5	-8	1
12	O=C(C1CCC1)N1CCCc2cc(S(=O)(=O)N3CCN(c4ccccc4)CC3)ccc21	1.0	5	7	4	-4

no.	MOR-DOR inv ag	OPRM1-OPRD1 ag	Pemphigus Ab inh	V-ATPase pH	Keap1-Nrf2 PPI
1	-14	2.1	106	0	-1
2	12	-2.2	105	3	-1
3	14	-2.6	108	1	2
4	15	-2.1	nt	-1	1
5	-3	0.5	103	5	-5
6	13	-2.2	102	-1	0
7	-3	0.5	96	7	5
8	-5	1.0	nt	3	1
9	4	-0.8	107	1	-6
10	10	-2.3	60	0	-2
11	-10	3.1	113	2	0
12	-8	1.6	99	9	-2

Two compounds from above with just Keap1-Nrf2 PPI, Pemphigus Ab inh and Wnt act.
| # | Structure | Keap1-Nrf2 PPI | Pemphigus Ab inh | Wnt act |
| --- | --- | --- | --- | --- |
| 1 | CSc1ccc(C(=O)N2CCc3ccc(NC(=O)c4ccccn4)cc3C2)cc1 | -1 | 106 | 14 |
| 2 | O=C(Nc1nc(-c2ccccc2)c(C(=O)c2ccccc2)s1)c1ccc(S(=O)(=O)N2CCCCC2)cc1 | -1 | 105 | -2 |

The listing continues:
no.	SMILES	LANA DNA inh	cardiac RTF act	Arr AP2 block	Cardiac RTF inh	Wnt act
13	COCCNC(=S)N1CCN(S(C)(=O)=O)CC1	-2.1	-2	0	-7	-1
14	Cc1ccccc1COc1cccc(/C=N/NC(=O)c2nnn(-c3nonc3N)c2C)c1	0.0	-3	-4	4	-6
15	CCC(C)NC(=O)C1c2ccccc2C(=O)N(c2ccc(OC)cc2)C1c1ccc(OC)cc1 (centres undefined)	1.3	4	1	1	nt
16	COc1ccccc1N1C(N)=NC(N)=NC12CCCCC2	0.7	9	28	-1	-4
17	COc1ccc(OC)c(/C=N\Nc2nccs2)c1	-2.4	-7	-12	-8	0
18	Cc1ccc(OCCCCn2cnc3ccccc32)c(C)c1	-0.8	-3	2	1	12
19	COc1ccccc1-c1nnc(-c2ccc(C)cc2)o1	-0.8	4	9	-1	-1
20	Cc1ccc(NC2CCCN(C(=O)CSc3ccccn3)C2)cc1C (centres undefined)	0.2	-2	37	-3	-2
21	CC1(C)Cc2c(c(N3CCOCC3)nc3snc(N)c23)CO1	0.2	-2	-11	-4	-10
22	Nc1c(-c2ccccc2Cl)cnn1-c1cccc([N+](=O)[O-])c1	-0.6	2	7	-2	nt
23	COc1cc(C(=O)O[C@H]2C/C(C)=C/CC[C@@]3(C)O[C@@H]3[C@H](O)[C@@H]2C(C)C)cc(OC)c1OC	4.9	4	-5	-9	0
24	Cc1ccc(NC(=O)CCn2cnc3cc(C)c(C)cc32)cc1	-0.8	8	8	-4	-1

no.	MOR-DOR inv ag	OPRM1-OPRD1 ag	Pemphigus Ab inh	V-ATPase pH	Keap1-Nrf2 PPI
13	20	-4.0	102	-1	2
14	-3	0.6	nt	2	-7
15	17	-2.9	99	0	1
16	-1	0.2	105	0	3
17	11	-2.1	112	-6	-3
18	-10	1.9	101	5	-8
19	12	-2.3	107	-1	0
20	11	-2.0	97	-1	1
21	20	-3.7	73	4	1
22	-15	3.1	104	2	0
23	-5	1.1	100	5	2
24	1	-0.2	99	0	-7

The list continues.
no.	SMILES	LANA DNA inh	cardiac RTF act	Arr AP2 block	Cardiac RTF inh	Wnt act
25	Cc1ccccc1-c1cc2c(nn1)-c1ccccc1C2=O	-1.6	-1	13	-12	nt
26	COc1ccc(S(=O)(=O)N2CCc3ccccc32)cc1C(=O)OCC(=O)c1c(N)n(C)c(=O)n(C)c1=O	0.3	2	-17	-8	-2
27	CC(=O)Nc1ccc(S(=O)(=O)N2CCN(S(=O)(=O)N3CCCCCC3)CC2)cc1	-0.3	-2	0	-7	nt
28	CN(c1ccccc1)S(=O)(=O)c1cccc(NC(=O)CSc2nncs2)c1	1.5	-7	-9	1	nt
29	CN1CCN(c2nc(-c3ccc(Cl)s3)cs2)CC1	1.1	9	9	-25	0
30	N#Cc1ccc(-c2cccnc2)nc1SCC(=O)Nc1sc2c(c1C#N)CCC2	1.2	5	3	-6	-1
31	CC(=O)Nc1ccc(S(=O)(=O)Nc2nc3ccccc3nc2Nc2ccc(O)cc2)cc1	1.9	0	-8	5	3
32	CCc1ccccc1-n1cnc2cc(C(=O)O)ccc21	2.0	-2	-4	2	nt
33	Cc1ccc(NC(=O)N2CCCCCC2)cc1	0.9	-9	20	-6	12
34	CS(=O)(=O)c1ccc(C(=O)OCc2nnc(-c3ccccc3)o2)cc1[N+](=O)[O-]	3.9	3	4	-21	-2
35	Cc1nnc2ccc(-c3ccc(NC(=O)c4ccco4)cc3)nn12	2.6	-2	1	-2	5
36	CCC(C)(NC(=O)c1ccc(=O)[nH]c1)C(=O)NC1CCCC1 (centres undefined)	1.3	-5	-9	6	-2

no.	MOR-DOR inv ag	OPRM1-OPRD1 ag	Pemphigus Ab inh	V-ATPase pH	Keap1-Nrf2 PPI
25	14	-2.4	110	-1	0
26	1	-0.3	118	4	4
27	5	-0.8	100	-2	-3
28	17	-3.3	84	3	-2
29	-12	2.1	106	-4	-4
30	-5	1.0	103	5	1
31	13	-2.4	98	1	-4
32	12	-2.8	nt	-3	0
33	11	-2.0	92	-3	-3
34	-6	1.2	98	1	0
35	0	-0.1	89	-4	1
36	14	-2.4	101	0	-2

Laid out differently: entries from further up
Results follow in this order: LANA DNA inh	cardiac RTF act	Arr AP2 block	Cardiac RTF inh	Wnt act	MOR-DOR inv ag	OPRM1-OPRD1 ag	Pemphigus Ab inh	V-ATPase pH	Keap1-Nrf2 PPI
27: CC(=O)Nc1ccc(S(=O)(=O)N2CCN(S(=O)(=O)N3CCCCCC3)CC2)cc1
→ -0.3	-2	0	-7	nt	5	-0.8	100	-2	-3
28: CN(c1ccccc1)S(=O)(=O)c1cccc(NC(=O)CSc2nncs2)c1
→ 1.5	-7	-9	1	nt	17	-3.3	84	3	-2
29: CN1CCN(c2nc(-c3ccc(Cl)s3)cs2)CC1
→ 1.1	9	9	-25	0	-12	2.1	106	-4	-4

Following part:
no.	SMILES	LANA DNA inh	cardiac RTF act	Arr AP2 block	Cardiac RTF inh	Wnt act
37	C/C(=N\NS(=O)(=O)c1ccc(C)cc1)c1ccc(C)s1	-1.0	-4	-12	-5	nt
38	COc1cc(C=O)ccc1OS(=O)(=O)c1ccccc1[N+](=O)[O-]	0.9	5	nt	-6	3
39	COc1ccc(-c2sc3cc4c(cc3c2C#Cc2cncn2C)OCO4)cc1	2.0	-3	10	-2	-3
40	Cc1ccc(S(=O)(=O)N2c3ccccc3OCC2c2ccccc2)cc1 (centres undefined)	-0.4	-1	21	13	-10
41	CCCCSc1nc(CCC)cc(=O)[nH]1	-0.8	-3	-7	1	nt
42	CC(=O)c1ccc(N2CCN(c3ccc(C(N)=O)cc3[N+](=O)[O-])CC2)cc1	-0.7	-5	6	-9	-6
43	C=CC[C@H](CC(=O)NCCO)C(=O)N[C@@H](C)COC(=O)[C@H](CC=C)CC(=O)OC(C)(C)C	-0.4	5	-2	-2	0
44	COC(=O)CN1C(=O)C(O)(CC(=O)c2ccc(C)cc2)c2ccccc21 (centres undefined)	0.2	0	9	-3	1
45	C/C(=N/NC(=O)CNC(=O)c1cccnc1)c1ccc(Cl)c(Cl)c1	1.6	-1	2	-8	0
46	Cc1cccn2cc(CSc3nnc(Nc4ccc(C(C)C)cc4)s3)nc12	-1.1	-2	13	-8	-1
47	CC(C)NC(=S)NNc1ncnc2sc3c(c12)CC(C)(C)OC3	nt	nt	-8	nt	1
48	COCCc1ncc(CN2CCCC(C(=O)Nc3cccc(-c4cccc(C)c4)c3)C2)cn1 (centres undefined)	-0.5	4	24	-6	0

no.	MOR-DOR inv ag	OPRM1-OPRD1 ag	Pemphigus Ab inh	V-ATPase pH	Keap1-Nrf2 PPI
37	-12	2.4	96	1	-4
38	2	-0.5	97	3	-2
39	12	-2.1	100	2	0
40	-5	0.9	98	-1	3
41	-1	0.1	101	-6	-3
42	0	0.0	114	nt	-3
43	19	-4.0	100	1	1
44	9	-2.2	94	-2	-2
45	5	-1.1	91	2	0
46	-7	1.0	89	-3	0
47	nt	nt	92	1	nt
48	5	-0.9	91	4	3

Further structures
no.	SMILES	LANA DNA inh	cardiac RTF act	Arr AP2 block	Cardiac RTF inh	Wnt act
49	Cc1ccc(O)c(/C=N/NC(=O)c2[nH]ncc2Br)c1	1.7	1	16	3	-1
50	O=c1ccn([C@@H]2O[C@H](CNCc3ccc(-c4cc(C(F)(F)F)ccc4Cl)o3)[C@@H](O)[C@H]2O)c(=O)[nH]1	-1.2	-1	6	-3	-1
51	CCC(C)(C)NC(=O)C(c1cccn1C)N(C(=O)Cn1nnc2ccccc21)c1ccc(OC)cc1 (centres undefined)	-0.6	0	-14	-6	nt
52	CCOc1ccc(/C=N/NC(=O)c2ccoc2C)cc1OC	0.2	-2	-6	4	20
53	COC(=O)c1ccc(CN2CCN(C(C)C)C(CCO)C2)cc1 (centres undefined)	1.3	-4	-10	1	nt
54	COc1cc(OC)c(S(=O)(=O)Nc2ccccc2C(=O)O)cc1S(=O)(=O)Nc1ccccc1C(=O)O	-1.0	2	3	-8	1
55	Cc1cc(NNC(=O)c2ccccc2)nc(NNC(=O)c2ccccc2)n1	0.4	5	7	-6	-1
56	CN(C)CCCN(C(=O)c1ccco1)c1nc2ccc(Cl)cc2s1	-2.9	7	14	1	4

no.	MOR-DOR inv ag	OPRM1-OPRD1 ag	Pemphigus Ab inh	V-ATPase pH	Keap1-Nrf2 PPI
49	21	-3.8	120	-5	0
50	7	-1.6	93	0	-7
51	8	-1.4	107	0	-3
52	11	-2.0	105	0	-4
53	-8	1.2	118	2	-5
54	18	-3.8	96	-4	16*
55	21	-4.1	99	-1	-4
56	2	-0.4	104	4	0
